Bioassay records deposited in PubChem BioAssay by National Center for Advancing Translational Sciences (NCATS).
IMPase Li inh = qHTS Assay for Identifying the Cell-Membrane Permeable IMPase Inhibitors: Potentiation with Lithium | 0.35% of 210,000 active | CHO-M1 cells, IP1 TR-FRET (IP-One), carbachol + lithium | AID 1457, 2008 | Potency, µM (titrated, usually from 59.4 µM), for inactives: top-dose activity, negative = IMPase inhibition, actives largely listed as inhibitors;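 further: IP1 builds up when IMPase is blocked and the TR-FRET signal falls; plate controls were basal vehicle for no effect and high inhibitor control for full effect; nearly all actives have a fitted effect of over 50% in size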
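IP1 accumulation measured by competitive TR-FRET in lysed CHO-M1 cells after 30 min compound exposure at 37C, with a small lithium addition to potentiate weak responses. Hill-equation AC50 from ratio and donor-channel data.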
GAA glycogen = qHTS Assay for Inhibitors and Activators of Human alpha-Glucosidase Cleavage of Glycogen; Lysosomal alpha-glucosidase (Homo sapiens), P10253; recombinant GAA, glycogen substrate, Amplex Red glucose oxidase fluorescence; Potency, µM (top dose mostly 76.4 µM), for the others: at the highest dose activity change, negative = inhibition, most hits filed as inhibitors; 0.38% of 300,000 active; AID 2100, 2009;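 further: 0% = full enzyme reaction and -100% = no-enzyme basal signal; the screen sought inhibitors and activators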
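Natural-substrate format: glycogen cleavage by 4 nM human enzyme, glucose read by Amplex Red coupling (Ex 573, Em 610 nm). Normalized to enzyme and no-enzyme controls.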
HTT cytoprotect = qHTS Multiplex Assay to Identify Dual Action Probes in a Cell Model of Huntington: Cytoprotection (ATP); PC12 HTT-Q103 induced, cytoprotection, ATP luminescence, 40 h; Potency, µM (doses to about 56.4 µM), for the others: cytoprotection (ATP increase), actives largely listed as activators; 0.14% of 230,000 active;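 further: % of control where 0% means no effect; nearly all actives have a fitted effect of over 45% in size; toxic huntingtin expression switched on by the ecdysone agonist tebufenozide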
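Quantitative HTS on tebufenozide-induced (100 nM) PC12 cells expressing HTTQ103 exon 1–GFP; compounds tested as a concentration series; survival measured via cellular ATP.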
GoLoco inh red = qHTS Assay for Inhibitors of RGS12 GoLoco Motif Activity (Red Fluorophore); 0.44% of 230,000 active; Guanine nucleotide-binding protein G(i) subunit alpha-1 (Homo sapiens), P63096; Potency, µM (top dose mostly 61.6 µM), without a hit: top-dose activity, negative = inhibition, usual class: inhibitors; Gai1:RGS12 GoLoco peptide FP, rhodamine, 10 min; active means well fitted inhibition curve with a large enough effect, not every such curve was filed as active; inactive means no such curve, though single readings can be large or run the other way; further: on the % scale 0 is the no-effect control and ±100 the full control effect; nearly all actives have a fitted effect of over 30% in size; many of its hits are not listed in these tables
Target sequence (P63096 whole entry, looked up): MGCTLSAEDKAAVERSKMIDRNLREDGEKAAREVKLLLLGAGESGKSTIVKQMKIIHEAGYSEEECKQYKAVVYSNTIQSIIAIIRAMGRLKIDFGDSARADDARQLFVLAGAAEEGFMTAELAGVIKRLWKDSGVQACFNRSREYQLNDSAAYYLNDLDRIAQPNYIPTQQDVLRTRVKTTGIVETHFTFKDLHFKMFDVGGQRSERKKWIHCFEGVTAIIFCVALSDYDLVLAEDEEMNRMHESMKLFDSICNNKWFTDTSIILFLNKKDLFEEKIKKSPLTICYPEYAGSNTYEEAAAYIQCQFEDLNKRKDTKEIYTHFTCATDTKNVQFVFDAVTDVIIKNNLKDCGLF
aGlu spleen mod = qHTS Assay for Inhibitors and Activators of Human alpha-Glucosidase From Spleen Homogenate. Lysosomal alpha-glucosidase (Homo sapiens), P10253. human spleen homogenate, 4-MU-alpha-glucoside fluorescence. Potency, µM (series often up to 79.9 µM), for the others: at the top dose activity change, negative = inhibition, actives largely listed as inhibitors. 0.006% of 240,000 active. AID 2112, 2009;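 further: 0% = enzyme with vehicle and -100% = no enzyme basal signal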
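Enzyme source: human spleen homogenate, 1 ug/well. Buffer 50 mM citric acid/K phosphate pH 5.0, 0.01% Tween-20. 4-MU-alpha-glucoside 1 mM; 37 C x 40 min; NaOH/glycine stop; fluorescence.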
HTT aggregate = qHTS Multiplex Assay to Identify Dual Action Probes in a Cell Model of Huntington: Aggregate Formation (GFP); PC12 HttQ103-GFP aggregates, Acumen cytometry, 40 h; Potency, µM (doses to about 46.1 µM), without a hit: at the top dose activity change, negative = inhibition, most hits filed as inhibitors; 1.1% of 220,000 active; further: on the % scale 0 is the no-effect control and ±100 the full control effect; nearly all actives have a fitted effect of over 60% in size
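Quantitative HTS on tebufenozide-induced (100 nM) PC12 cells stably expressing polyQ103 Huntingtin exon 1–GFP. Reduction of bright GFP aggregates, detected by laser scanning cytometry after lysis, identified actives across the titration.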
GAA inh = qHTS Assay for Inhibitors of Human alpha-Glucosidase as a Potential Chaperone Treatment of Pompe Disease; Lysosomal alpha-glucosidase (Homo sapiens), P10253; purified human GAA, 4-MU-alpha-glucoside fluorescence; Potency, µM (titrated, usually from 76.9 µM), for the others: at the highest dose activity change, negative = inhibition, usual class: inhibitors; 0.005% of 200,000 active; AID 1466, 2008;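 further: plate controls were uninhibited enzyme wells for no effect and no-enzyme background for full effect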
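Human enzyme at 4 nM with 400 uM 4-methylumbelliferyl-alpha-D-pyranoside, citrate/phosphate buffer pH 5.0, 0.005% Tween-20, 20 min at room temperature. Compounds up to 77 uM. 4-MU fluorescence (Ex 365/Em 440) read after NaOH/glycine stop; AC50 from Hill fit.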
Starred values were filed as active, the others as inactive; ? = inconclusive; · = not tested or not shown; [ ] = dose if it differs, or a comment. Unless noted, the call rests on the fitted dose curve; in most records, active means well fitted curve in the direction sought with a large enough effect; inconclusive means small, poorly fitted or top-dose-only effect, or another doubt; inactive means no such curve, though single readings can be large; an effect the other way counts as inactive or inconclusive. Potency means the concentration at half of the fitted maximal effect.

Below each compound – IMPase Li inh, GAA glycogen, HTT cytoprotect, GoLoco inh red, aGlu spleen mod, HTT aggregate, GAA inh
1. O=C(NC1CCN(C(=S)NCc2ccco2)CC1)c1ccc(F)cc1
  7%, 1%, 5%[10 µM], 10%, -4%, 13%, -1%
2. Cc1ccccc1-c1n[nH]c(=S)o1
  10µM*, -13%, 0%, -1%, 3%, 0%, 2%
3. C=CCn1c(CCCOc2ccc(Cl)cc2Cl)nnc1SCC(=O)Nc1nccs1
  54%[activator][38.3 µM], 9%, -2%, -2%, 1%, -4%, ?
4. Cc1nnc(NC2(C(F)(F)F)C(=O)Nc3c2c(=O)n(C)c(=O)n3C)s1 (stereo not drawn)
  -1%[38.3 µM], 6%, 8%[0.074 µM], 1%, 5%, -1%, 4%
5. CC1CC(O)C(C)CN1 (stereo not drawn)
  ·, 6%, 0%[10 µM], 3%, -3%, -4%[9.22 µM], ·
6. Cc1ccc(/C=C2/C(=O)ON=C2c2ccccc2)o1
  ·, -13%, -15%[10 µM], 16%, 3%, -12%[9.22 µM], -2%
7. CCn1c(SCc2nc3sc(C(=O)O)c(C)c3c(=O)[nH]2)nnc1-c1ccc(Cl)cc1
  4%, -6%, -27%, 48%[activator], -2%, ?, 1%
8. COc1ccc2c(c1)O[C@@H](c1ccc3c(c1)OCO3)[C@H](OC(=O)Nc1ccc(OC(F)F)cc1)C2=O
  3%, ·, -30%[inhibitor], 1%, -9%, ·, ·
9. CC(NC(=O)C1CCCCC1)c1ccc2c(c1)OCCO2 (stereo not drawn)
  8%[38.3 µM], -4%, -14%, 24%, -9%, ?, -2%
10. NNC(=O)CS(=O)(=O)CS(=O)(=O)CC(=O)NN
  ·, 3%, 9%[10 µM], 10%, -2%, 4%[9.22 µM], -1%
11. O=S(=O)(NCCSc1ccccn1)c1ccc(Br)cc1
  -3%, 1%, -4%[10 µM], 0%, -7%, 1%[9.22 µM], -8%
12. Cc1ncc(COP(=O)(O)O)c(C=O)c1O
  ·, ·, ?, 4%, ·, -11%, ·
13. CC(C)CCNCC(O)CON=C1c2ccccc2-c2ccccc21 (stereo not drawn)
  19%, -3%, -53%[inhibitor], 1%, ·, ?, -9%
14. CCCC(=O)N(CCN(C(=O)CCC)c1ccccc1)c1ccccc1
  9%, 5%, 13%[10 µM], -2%, 2%, -20%, -6%
15. Cc1ccc(NC(=O)c2nc[nH]c2C(=O)NCC(=O)OC(C)(C)C)cc1
  ·, 0%, 2%[10 µM], 5%, -13%, -24%[9.22 µM], ·
16. Clc1ccc(CN2CCN(/N=C/c3cccnc3)CC2)cc1
  -5%, -16%, 14%, 0%, -5%, -9%, -2%
17. Cn1c(Cl)c(/C=N/OC(=O)c2ccccc2Cl)c2ccccc21
  30%[activator][38.3 µM], 4%, -22%[10 µM], -8%, -4%, 4%, -7%
18. COc1nnc(-c2ccc(N3CCOCC3)c(NC(=O)c3ccccc3)c2)c2ccccc12
  1%[38.3 µM], 3%, 0%, 1%, 7%, 8%[9.22 µM], -8%
19. CC(C)OC(=O)Cn1cnc2ccc(Br)cc2c1=O
  -34%[38.3 µM], 9%, -18%[0.074 µM], 1%, -2%, -4%, -6%
20. COc1ccc(C(=O)/C=C/Nc2c(C)n(C)n(-c3ccccc3)c2=O)c(OC)c1
  7%, ?, 5%[10 µM], -1%, 2%, 28%, 2%

Three compounds from above, arranged by the value under GAA inh, descending:
| cpd | mol | GAA inh |
| --- | --- | --- |
| 1 | O=C(NC1CCN(C(=S)NCc2ccco2)CC1)c1ccc(F)cc1 | -1% |
| 16 | Clc1ccc(CN2CCN(/N=C/c3cccnc3)CC2)cc1 | -2% |
| 13 | CC(C)CCNCC(O)CON=C1c2ccccc2-c2ccccc21 (stereo not drawn) | -9% |

Back to the main list with the two entries that preceded the break.
Below each compound – IMPase Li inh, GAA glycogen, HTT cytoprotect, GoLoco inh red, aGlu spleen mod, HTT aggregate, GAA inh
19. CC(C)OC(=O)Cn1cnc2ccc(Br)cc2c1=O
  -34%[38.3 µM], 9%, -18%[0.074 µM], 1%, -2%, -4%, -6%
20. COc1ccc(C(=O)/C=C/Nc2c(C)n(C)n(-c3ccccc3)c2=O)c(OC)c1
  7%, ?, 5%[10 µM], -1%, 2%, 28%, 2%
21. COC(=O)[C@@]1(Cc2ccc(F)cc2)[C@H]2c3cc(C(=O)N4CCCC4)n(C[C@H](O)CO)c3C[C@H]2CN1C(=O)c1ccccc1
  -5%, ·, 0%, -2%, 4%, ·, ·
22. FCCCOc1ccc(-c2nccc(-c3ccc(F)cc3)n2)cc1
  37%[38.3 µM], -6%, -6%[10 µM], 4%, -5%, -28%, ?
23. Cc1ccc(NC(=O)COC(=O)C2CC2C)c(S(=O)(=O)N2CCCCC2)c1 (stereo not drawn)
  8%[38.3 µM], 3%, 5%, 3%, 3%, -6%, ?
24. O=C(c1cc(COc2ccc(F)cc2F)on1)N1CCCC(c2ccccc2)C1 (stereo not drawn)
  13%, -4%, 7%[10 µM], 7%, -2%, 7%[9.22 µM], -5%
25. Cc1nnc(SCC(=O)Nc2ncc(Cc3ccc(F)cc3)s2)n1N
  -20%[38.3 µM], -2%, -31%, 3%, 1%, -2%, 1%
26. CC1S/C(=N/N=C/c2cccs2)NC1=O (stereo not drawn)
  ·, -7%, 6%[10 µM], ·, 0%, ?, 0%
27. Cc1sc2nc(C(C)Nc3ccccc3N3CCOCC3)[nH]c(=O)c2c1C (stereo not drawn)
  -6%[38.3 µM], -2%, -28%, 34%[activator], 0%, -14%, -5%
28. O=S(=O)(NCc1cccnc1)c1cccc2cccnc12
  9%[38.3 µM], 3%, -2%, -3%, 4%, -13%, -13%
29. Cc1ccc(CSCCC(=O)NCCc2ccc(Cl)cc2)cc1
  -1%, -2%, ?, 5%, 9%, 5%, 1%
30. CCN(CC)S(=O)(=O)c1ccc(NC(=O)C2CCCO2)cc1 (stereo not drawn)
  1%[38.3 µM], -10%, -11%, 17%, -6%, -10%, -2%
31. O=S(=O)(Nc1ccc2c(c1)OCCO2)c1ccc(F)cc1
  20%[38.3 µM], -3%, -8%, 10%, 1%, -21%, 5%
32. C/C(=N\NC(=O)CN1CCN(Cc2ccccc2)CC1)c1cccs1
  ·, 9%, 19%[10 µM], 2%, -8%, 1%[9.22 µM], -8%
33. O=S(=O)(c1ccc(F)cc1)N1CCC(N2CCCC2)CC1
  21%[38.3 µM], 6%, 9%, 2%, -8%, -3%, -3%
34. C/C(=N\NC(=O)c1ccc(COc2ccccc2)cc1)c1ccncc1
  21%, 7%, -19%, 5%, ·, 1%, 2%
35. CC(=O)c1ccc(N2C(=NC(=O)C(C)C)SC3CS(=O)(=O)CC32)cc1 (stereo not drawn)
  3%, 0%, 4%[10 µM], -1%, 1%, 6%, 3%
36. NCC12CC3CC(CC(O)(C3)C1)C2
  24%[38.3 µM], 7%, 19%, -2%, -1%, -1%[9.22 µM], -18%
37. O=C(NCCN1CCOCC1)C12CC3CC(C1)CC(c1ccccc1)(C3)C2
  8%, 3%, ·, 1%, 4%, -6%, 3%
38. Cc1ccc2nc(-c3ccc(SCC(=O)O)nc3)[nH]c2c1
  -5%[38.3 µM], 3%, -43%[inhibitor][10 µM], 21%, -1%, 11%, 3%
39. CCOC(=O)C1CCN(C(=O)c2oc3ccc(S(=O)(=O)N4CC(C)CC(C)C4)cc3c2C)CC1 (stereo not drawn)
  14%, -4%, -4%[10 µM], -4%, -12%, 0%, -7%
40. CCOC(=O)N1CCN(C(=O)CS(=O)(=O)c2cn(Cc3ccc(F)cc3)c3ccccc23)CC1
  ·, -4%, 18%[10 µM], 2%, -11%, 32%[9.22 µM], ·

Later entries.
Below each compound – IMPase Li inh, GAA glycogen, HTT cytoprotect, GoLoco inh red, aGlu spleen mod, HTT aggregate, GAA inh
41. O=C(NC(=S)N(Cc1ccccc1)c1ccccn1)C1CC1
  2%, 22%, -6%[10 µM], 4%, -3%, 6%, 6%
42. CC1CCN(C(=O)C2CCN(S(=O)(=O)c3cc(Cl)ccc3Cl)CC2)CC1
  ·, -2%, -14%[10 µM], 5%, 0%, ?, ·
43. O=C(O)c1ccc(N/N=C/c2ccc(OC(=O)c3cccc(Cl)c3)cc2)cc1
  ·, -27%, -16%[10 µM], -2%, 6%, 8%[9.22 µM], ·
44. Cn1c(/N=C/c2cc(Cl)ccc2O)nc2ccccc21
  -13%[38.3 µM], -3%, -1%, 3%, -11%, -13%, -2%
45. O=C(CSc1cccc[n+]1[O-])Nc1ccc2c(c1)OCCO2
  5%, 6%, 10%, 7%, 1%, 2%, -13%
46. c1cc2ccc3ccc(-n4cnnn4)c4ccc(c1)c2c34
  13%[38.3 µM], 2%, 12%, 3%, -1%, -16%, -3%
47. CC(C)(C)NC(=O)CSc1nccn1Cc1ccccc1
  16%[38.3 µM], 1%, 0%, 5%, 2%, 11%, 2%
48. COc1nc(Nc2ccc(O)cc2)nc(OC(C(F)(F)F)C(F)(F)F)n1
  7%[38.3 µM], -25%, 2%, 0%, -11%, 8%, -7%
49. COc1ccc(NC(=O)/C(=C\c2cccnc2)NC(=O)c2cccs2)cc1
  -7%, -2%, -4%[10 µM], 2%, -10%, 13%, -1%
50. C/C(N)=C(/C#N)C(=O)CSc1nnc(-c2ccc(OC(F)F)cc2)o1
  6%[38.3 µM], -6%, -1%, 10%, -1%, -17%, -1%
51. COc1ccc(C(C)=O)c2c1OCCO2
  -13%[38.3 µM], -2%, -29%[0.074 µM], 6%, -5%, 10%, -4%
52. COC(=O)c1ccc2c(c1)S(=O)(=O)NC(=NCc1ccco1)S2
  -18%[38.3 µM], 10%, 6%[10 µM], 6%, -6%, -1%, -5%
53. CCOC(=O)C1(CCc2ccccc2)CCN(C(=O)CCn2cnnn2)CC1
  -3%, 7%, 11%[10 µM], -3%, -7%, -1%[9.22 µM], ·
54. CC(=O)c1ccc(N2CCN(CCC#N)CC2)c(F)c1
  3%[38.3 µM], 3%, 15%[10 µM], 7%, -2%, -8%, 1%
55. Cc1ccc(C)c(NC(=O)C(c2ccccc2)N2CCOCC2)c1 (stereo not drawn)
  11%, 4%, 11%, 1%, -1%, -4%, 3%

An excerpt. The share of hits here may be higher or lower than overall.
